# EPAC2 antag = qHTS for Antagonist of cAMP-regulated guanine nucleotide exchange factor 2 (EPAC2): primary screen | EPAC2 GEF exchange of Rap1B-BODIPY-GDP, fluorescence | Potency, µM (doses to about 114 µM), for inactives: at the highest dose activity, negative = inhibition, usual class: inhibitors | actives 0.18% (n = 360,000) | AID 720708, 2013; note: potency is the fitted concentration of half-maximal effect; % is set by controls: 0 for no effect and ±100 for the full control effect; nearly all actives have a fitted effect of over 45% in size; many of its hits are not listed in these tables
# Target sequence (Q8WZA2 whole entry, looked up): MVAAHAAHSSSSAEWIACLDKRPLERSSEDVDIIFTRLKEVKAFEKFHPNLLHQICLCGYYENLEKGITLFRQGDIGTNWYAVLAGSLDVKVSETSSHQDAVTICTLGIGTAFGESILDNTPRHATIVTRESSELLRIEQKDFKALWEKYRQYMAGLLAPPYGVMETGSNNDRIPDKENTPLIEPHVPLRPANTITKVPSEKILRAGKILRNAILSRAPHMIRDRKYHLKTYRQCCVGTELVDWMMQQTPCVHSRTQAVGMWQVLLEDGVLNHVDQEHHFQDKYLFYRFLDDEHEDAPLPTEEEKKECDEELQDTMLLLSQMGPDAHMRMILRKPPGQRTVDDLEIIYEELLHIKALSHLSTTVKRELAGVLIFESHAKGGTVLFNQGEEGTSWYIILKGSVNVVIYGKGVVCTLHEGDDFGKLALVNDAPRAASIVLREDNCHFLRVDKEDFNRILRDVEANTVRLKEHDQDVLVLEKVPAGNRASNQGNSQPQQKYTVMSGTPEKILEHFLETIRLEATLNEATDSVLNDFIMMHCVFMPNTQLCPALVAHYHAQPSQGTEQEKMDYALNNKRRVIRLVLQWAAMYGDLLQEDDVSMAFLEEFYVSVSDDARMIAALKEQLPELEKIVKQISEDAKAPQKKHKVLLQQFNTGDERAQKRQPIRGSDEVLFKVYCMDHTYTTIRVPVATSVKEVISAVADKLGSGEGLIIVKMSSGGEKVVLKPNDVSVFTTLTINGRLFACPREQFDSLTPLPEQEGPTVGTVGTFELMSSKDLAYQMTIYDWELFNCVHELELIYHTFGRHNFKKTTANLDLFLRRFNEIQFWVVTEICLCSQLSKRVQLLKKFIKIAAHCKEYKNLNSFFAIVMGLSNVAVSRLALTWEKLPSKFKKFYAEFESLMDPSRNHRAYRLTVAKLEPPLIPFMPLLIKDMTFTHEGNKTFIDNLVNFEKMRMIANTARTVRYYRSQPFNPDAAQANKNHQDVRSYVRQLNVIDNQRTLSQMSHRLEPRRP
# A549 viability = Nrf2 qHTS screen for inhibitors: counterscreen for cytotoxicity | A549 ARE-Fluc cells, CellTiter-Fluor viability, 18-24 h | Potency, µM (series often up to 46 µM), inactives show at the top dose activity change, negative = cytotoxicity, most hits filed as inhibitors | actives 0.16% (n = 390,000); note: potency is the fitted concentration of half-maximal effect; % is set by controls: 0 for no effect and ±100 for the full control effect
#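 Cytotoxicity counterscreen: CellTiter-Fluor fluorescence was measured in A549 ARE_Fluc cells after 18-24 h of compound exposure in a concentration series. The subsequent BugLite luminescent read reports ARE-luciferase activity.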
# Nrf2 block = Nrf2 qHTS screen for inhibitors | A549 ARE-Fluc reporter, luciferase luminescence, 18-24 h | Potency, µM (highest dose often 46 µM), for inactives: at the highest dose activity change, negative = inhibition, most hits filed as inhibitors | actives 2.1% (n = 360,000); note: potency is the fitted concentration of half-maximal effect; % is set by controls: 0 for no effect and ±100 for the full control effect; nearly all actives have a fitted effect of over 60% in size
#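 In this cell-based qHTS, ARE-driven firefly luciferase in A549 cells reports Nrf2 activity; the luminescent signal after BugLite lysis is the measured value, with a prior CellTiter-Fluor read for cell health.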
# CCT modulator = High-Throughput Screening for Modulators of Cytosolic Chaperonin Activity. purified chaperonin ATPase assay, HTRF ADP detection, 30 min. activity change, % (test concentration not listed), hits read low. actives 0.3% (n = 360,000). AID 651819, 2012; in the data active = activity change below about -30%; note: % is set by controls: 0 for no effect and ±100 for the full control effect
#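 TRiC at 40 or 20 nM final (batch-dependent) in 30 mM Tris pH 7.4, 100 mM KCl, 5 mM MgCl2, 1 mM DTT, with compound at single 76 uM and 10 uM ATP, 30 min at 37 deg C. ADP detected by HTRF Transcreener, 665/615 ratio.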
# Nrf2 activator = qHTS of Nrf2 Activators | actives 0.31% (n = 410,000) | Potency, µM (highest dose often 46.1 µM), inactives show at the highest dose activation, usual class: activators | AREc32 ARE-luciferase reporter (MCF7-derived line), luminescence, 24 h | AID 624171, 2012; note: potency is the fitted concentration of half-maximal effect; % of control where 0% means no effect; nearly all actives have a fitted effect of over 65% in size
#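 AREc32 cells carrying an ARE-driven firefly luciferase, 1000 cells/well in OPTI-MEM with 5% FBS, dosed after overnight attachment and incubated 24 hr at 37 deg C. Steady-Glo luminescence read after 30 min at RT.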
# pAkt inh = HTS Assay for Inhibitors of Akt Phophorylation: Primary Screen | Neuro2A IGF-stimulated pAkt S473 HTRF, 20 min; hits give low values | activity change, % for hits at 50 µM | actives 0.32% (n = 360,000) | AID 651550, 2012; in the data active = activity change below about -80%; inconclusive = mostly about -51% to -80%; note: % is set by controls: 0 for no effect and ±100 for the full control effect
#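 Neuro2A cells in DMEM with 0.5% FBS, overnight at 37 deg C, given compound at single 50 µM final, then IGF (6 nM final) for 20 min at 37 deg C. Lysed; phospho-Akt Ser473 by HTRF after 24 h, 665/615 ratio.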
# MmCpn inh = Inhibitors of TCP-1 ring complex (TRiC) of Methanococcus maripaludis (MmCpn): qHTS | purified Mm-Cpn ATPase, ADP Transcreener TR-FRET | Potency, µM (top dose mostly 76.9 µM), without a hit: top-dose activity, negative = inhibition, most hits filed as inhibitors | actives 0.031% (n = 330,000); note: potency is the fitted concentration of half-maximal effect; % is set by controls: 0 for no effect and ±100 for the full control effect; nearly all actives have a fitted effect of over 80% in size
#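 Purified archaeal chaperonin (25 nM final) was preincubated with compound for 10 min at 37°C, then ATP (10 uM final) was added for 30 min at 37°C in Tris pH 7.4/KCl/MgCl2/DTT buffer. ADP was quantified by HTRF Transcreener TR-FRET.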
# EPAC2 agonist = qHTS for Agonist of cAMP-regulated guanine nucleotide exchange factor 4 (EPAC2): primary screen. actives 0.079% (n = 360,000). EPAC2 activation, biochemical qHTS; response scale: 100% = 6.5 mM cAMP response. Potency, µM (titrated, usually from 154 µM), for inactives: at the highest dose activation, hits mostly activators. Rap guanine nucleotide exchange factor 4 (Homo sapiens), Q8WZA2. AID 720711, 2013; note: potency is the fitted concentration of half-maximal effect; nearly all actives have a fitted effect of over 50% in size
#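 In this primary screen, activation is scored as increased exchange of BODIPY-GDP from Rap1B by 100 nM EPAC2, with 50 uM GDP as competitor. Signal is normalized to the 6.5 mM cAMP agonist control.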
# TGFb SMAD3 inh = qHTS for Inhibitors of TGF-b; HepG2 CAGA-GFP TGF-b/SMAD3 reporter, GFP fluorescence, 18 h; TGF-beta stimulated, 500 pg/mL final; Potency, µM (highest dose often 46.1 µM), for the others: at the top dose activity, negative = inhibition, most hits filed as inhibitors; actives 1.2% (n = 410,000); AID 588855, 2011; note: potency is the fitted concentration of half-maximal effect; % is set by controls: 0 for no effect and ±100 for the full control effect; nearly all actives have a fitted effect of over 65% in size
#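 Per well, imaged GFP fluorescence of HEPG2 CAGA-GFP cells gives the signal; cells get compound, then TGF-beta (500 pg/mL final), 18 h at 37 degrees C; %Activity versus -TGF-beta and +DMSO controls.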
# Active calls of the source: *; i = inactive; ? = inconclusive; · = not tested or not shown; [ ] = remark or other dose. Unless noted, calls come from the whole dose curve; as a rule, active = well fitted curve in the direction sought with a large enough effect; inconclusive = small, poorly fitted or top-dose-only effect, or another doubt; inactive = no such curve, though single readings can be large; an effect the other way counts as inactive or inconclusive. The list is partial. The share of hits here may be higher or lower than overall.
SMILES	EPAC2 antag	A549 viability	Nrf2 block	CCT modulator	Nrf2 activator	pAkt inh	MmCpn inh	EPAC2 agonist	TGFb SMAD3 inh
O=C(CNC(=O)C1CC(=O)N(c2cccc3ccccc23)C1)Nc1ccccc1Br (stereo not given)	2.1%	2.6%	17.2%	2.2	0.3%	i	6.1%	-6.7%	2.2%
CC/C(=C\C(=O)c1ccncc1)Nc1ccc(O)cc1	-5.6%	-2.3%	·	-2.7	14.3%	i	-3.7%	-1.1%	?
CC(=O)N(C)c1ccc(NC(=O)Cc2cccs2)cc1	11.9%	3.3%	?	-1.9	5.0%	i	1.0%	2.0%	10.8%
COc1ccc(NC(=O)C2=CC(c3ccc(OC)c(OC)c3)=NS(=O)(=O)N2C)cc1	0.0%	-25.4%	?	-0.4	0.7%	i	-4.0%	4.0%	-27.7%
Cc1ccc(O)c(N=Cc2ccc(C)s2)c1	6.4%	-0.5%	10.6%	-2.1	-1.0%	i	-2.8%	-8.4%	8.0%
c1ccc(-c2cnn3c(-c4ccccc4)c(-c4ccccc4)nc3n2)cc1	·	?	14.9%	-2.3	13.8%	i	-2.4%	89.1µM*	62.7%[activator]
O=C(NCCN1CCOCC1)c1ccc(Cl)c(S(=O)(=O)N2CCCCCC2)c1	-1.0%	-9.3%	?	-2.2	0.2%	i	-0.1%	1.3%	2.51µM*
COc1ccc(/C=C2\SC(N3CCc4ccccc4C3)=NC2=O)cc1OC	-3.0%	-0.5%	4.3%	-2.1	?	i	0.9%	13.6%	-22.4%
Cc1noc(C)c1COc1ccc(C(=O)N(C)CCOc2ccccc2)cc1	-4.3%	0.5%	?	0.3	0.2%	i	0.8%	8.2%	-3.6%
O=C(c1ccccc1)C(CCC(CN1CCOCC1)C(=O)c1ccccc1)CN1CCOCC1 (stereo not given)	4.9%	-17.0%	23.1µM*	-3.3	-3.7%	i	-0.2%	10.5%	?
CC(C)(C)n1nnnc1C(c1ccc2ncccc2c1)N1CCC(O)CC1 (stereo not given)	4.2%	-1.7%	?	0.9	-0.6%	i	4.7%	-4.9%	9.3%
Nc1cc(C(F)(F)F)cc2c1SCC(=O)N2	2.4%	6.8%	?	-1.1	3.1%	i	-0.8%	-8.5%	-6.1%
COc1ccccc1Cc1c(-c2cccc(Cl)c2)nc2ccc(C)cn12	-10.3%	·	·	-1.1	3.7%	i	·	12.1%	12.6µM*
COC(=O)C1SCCN1S(=O)(=O)c1ccc(Cl)cc1 (stereo not given)	-1.0%	0.7%	-5.4%	-1.0	-1.0%	i	·	12.6%	8.0%
CCn1c(CSc2nnc3ccccn23)nc2cc(C(=O)O)ccc21	12.3%	19.1%	19.4%	1.3	0.2%	i	-5.3%	5.3%	-10.8%
COc1ccc(/C=C/CN2CCCC(CCC(=O)NCc3ccc(F)c(F)c3)C2)cc1 (stereo not given)	5.3%	-5.1%	5.1%	-0.7	4.4%	i	-2.3%	25.8%	?
COC(=O)Nc1ccc(S(=O)(=O)N2CCCC(C(=O)Nc3cccnc3)C2)cc1 (stereo not given)	2.9%	-9.0%	4.1%	0.2	-0.5%	·	3.4%	8.5%	-13.1%
Cc1ccc2cc3cc(C(=O)N4CCN(c5ccc(Cl)cc5)CC4)oc3nc2c1	·	-0.9%	1.7%	·	-1.4%	·	·	·	15.9%
CC1CCN(S(=O)(=O)c2ccc3c(c2)N(CC(=O)NCCN(C)C)C(=O)CO3)CC1	·	1.5%	10.8%	·	-1.0%	·	·	·	2.9%
CC1(C(=O)NS(=O)(=O)c2cccc(C#N)c2)CCN1C(=O)c1ccccc1 (stereo not given)	4.4%	·	·	1.0	0.2%[9.22 µM]	i	·	3.5%	2.3%
Cc1c(Cl)cccc1NC(=O)Cn1nc(C(F)(F)F)c2c1CCC2	·	-2.2%	5.9%	·	3.9%	·	·	·	?
O=c1ccc(-c2ccccc2)no1	2.6%	?	-16.2%	0.0	7.1%	i	-0.5%	4.1%	8.9%
O=C(C1CC(=O)N(c2ccc(F)cc2)C1)N1CCC(c2nc3ccccc3[nH]2)CC1 (stereo not given)	-1.4%	-9.5%	-0.4%	-2.4	2.1%	i	-1.7%	5.9%	0.0%
CCOC(=O)c1c(CN(C)C)n(C)c2c(O)c(N=NC(N)=O)c3ccc(Br)cc3c12	0.1%	-9.7%	?	0.5	6.3%	i	-5.2%	-0.6%	?
CC1(C)C2CCC1(C)C(OC(=O)CNc1ccccc1)C2 (stereo not given)	-17.6%	5.4%	3.5%	1.0	0.0%	i	2.1%	1.1%	1.3%
Cc1ccccc1NC(=O)CN1CCN(Cc2ccccc2)CC1	10.0%	-1.2%	?	-2.8	0.8%	i	2.4%	-7.3%	17.2%
O=C(NCc1ccccc1)c1ccc(Br)cc1	3.2%	0.8%	3.2%	-2.3	5.2%	i	1.1%	10.7%	-5.2%
COc1cc(OC)cc(C2=Cc3ccccc3C(CC(=O)c3ccco3)N2c2ccc(-c3cncnc3)cc2)c1 (stereo not given)	-9.3%	·	·	2.3	0.3%	i	·	10.9%	·
Cc1ccc(Nc2ccc(C(=O)NC3CCCCC3)cn2)cc1	3.4%	0.2%	0.1%	-3.4	0.3%	i	-1.5%	12.1%	-0.8%
COc1ccc(NC(=O)c2c(-c3ccc(C)cc3)nnc3ccccc23)cc1OC	·	0.4%	?	·	1.2%	·	·	·	8.5%
CCOc1ccc(S(=O)(=O)c2c[nH]c3ccc(C)cc3c2=O)cc1	-12.3%	10.3%	?	-3.3	-0.2%	i	1.6%	10.0%	3.8%
Cc1ccc(CN2CCN(Cc3cccn3-c3nccs3)CC2CCO)cc1 (stereo not given)	-1.2%	-10.3%	-5.2%	2.6	1.7%	i	?	7.0%	17.6%
CCNC(=S)NNc1ccccc1	-5.1%	8.9%	0.8%	0.4	4.7%	i	6.4%	0.1%	-7.4%
CC(NC(=O)c1ccco1)c1nc(-c2ccc(Cl)cc2)no1 (stereo not given)	4.0%	-5.4%	?	2.2	0.1%	i	1.3%	6.3%	-13.6%
O=C(O)CCCC(=O)Nc1ccc(Oc2ncnc3cc(Cl)ccc23)nc1	-1.1%	1.4%	-2.5%	1.5	0.3%	i	-3.3%	-1.0%	4.0%
CCOC(=O)Nc1cc(C(=O)OCC)c(C)nc1C	13.2%	17.0%	12.7%	1.7	0.0%	i	2.0%	6.5%	6.5%
CCC(CC)C(=O)N(C)c1c(C)nc2c(OCCOc3ccccc3)cccn12	-0.2%	·	·	0.4	3.1%	i	·	-2.3%	?
CCOc1ccc(NC(=O)CN(C)C(=O)CC2CCCC2)cc1OCC	4.8%	3.1%	-3.1%	-4.9	-0.2%	i	-1.4%	6.0%	-3.4%
COC(=O)c1cn(CC(=O)NCc2ccco2)c2ccccc12	6.2%	11.9%	15.1%	-1.6	4.1%	i	-1.5%	-6.5%	-3.8%
Cn1c(=O)c(C(=O)Nc2ncccc2O)c(O)c2ccccc21	-3.4%	-5.2%	14.4%	-2.0	5.5%	i	-1.9%	4.9%	16.8%
Cc1nc(N2CCOCC2)[nH]c(=O)c1CCC(C)C	-9.9%	24.1%	17.3%	-2.4	0.6%	i	-0.6%	11.9%	-0.8%
CCOc1cc(N2CCOCC2)c(OCC)cc1NC(=O)COC(=O)c1ccccc1OC(F)F	-4.2%	-3.1%	-23.6%	-1.4	-0.6%	i	-2.8%	-12.6%	-14.0%
NS(=O)(=O)c1ccc(NC(=S)N2CCC(O)CC2)cc1	18.7%	4.9%	9.5%	-1.9	-0.1%	i	0.0%	-2.0%	4.0%
O=C(Nc1cccc(C(F)(F)F)c1)C1Cc2c(-c3ccccc3)ccnc2O1 (stereo not given)	?	·	·	0.6	0.3%[9.22 µM]	i	·	0.3%	?
CCC(=O)Nc1nc2ccccc2n1CCN(CC)CC	-2.8%	2.3%	·	-3.0	0.0%	i	2.1%	6.8%	-32.3%
Cc1ccc(S(=O)(=O)N2CCOCC2)cc1NC(=O)COC(=O)/C=C/c1ccco1	-3.2%	7.0%	-2.5%	-1.1	12.5%	i	2.9%	9.0%	1.1%
Oc1ccc(Cl)cc1-c1cc(-c2ccccc2)n[nH]1	-22.6%	-8.3%	1.3%	-0.2	9.9%	i	-5.9%	4.3%	?
CC(=O)Oc1ccc2c(=O)oc(-c3ccc([N+](=O)[O-])cc3)nc2c1	2.5%	1.1%	?	-2.7	-0.7%	i	-1.9%	-2.5%	-0.5%
Cc1cn(C2CCCCC2)c(=O)n(-c2ccccc2)c1=O	-4.8%	-3.8%	18.6%	2.1	-0.2%	i	·	-3.4%	3.7%
COc1ccc(S(=O)(=O)N2CCOCC2)cc1NC(=O)CN1C(=O)CN(C)C1=O	7.8%	-1.5%	10.1%	-0.8	-0.9%	i	1.0%	6.0%	1.7%
O=C(NCCCn1cccn1)c1cc(COc2ccc(F)cc2Cl)on1	-9.3%	3.3%	?	2.0	1.3%	i	4.0%	0.7%	-28.0%
O=c1c(-c2ccccc2)cnc2n1CCS2	1.8%	-5.0%	4.7%	-0.1	0.2%	i	-1.6%	-6.1%	-32.5%
